hERG protect = shields human hERG channel from block by proarrhythmic agents; CHO-hERG, FluxOR thallium flux, dofetilide IC70 present; Q12809; 310,000 compounds, 0.51% hits; activation (rescue from dofetilide block), less the hit threshold, % at 10 µM;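 active means activation above the mean of controls blocked by dofetilide plus 5 SD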;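 further: thallium influx through hERG after potassium depolarization seen as dye fluorescence rise; in these data hits start at about 4.7%; inactives centre near -7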
Target sequence (Q12809 whole entry, looked up): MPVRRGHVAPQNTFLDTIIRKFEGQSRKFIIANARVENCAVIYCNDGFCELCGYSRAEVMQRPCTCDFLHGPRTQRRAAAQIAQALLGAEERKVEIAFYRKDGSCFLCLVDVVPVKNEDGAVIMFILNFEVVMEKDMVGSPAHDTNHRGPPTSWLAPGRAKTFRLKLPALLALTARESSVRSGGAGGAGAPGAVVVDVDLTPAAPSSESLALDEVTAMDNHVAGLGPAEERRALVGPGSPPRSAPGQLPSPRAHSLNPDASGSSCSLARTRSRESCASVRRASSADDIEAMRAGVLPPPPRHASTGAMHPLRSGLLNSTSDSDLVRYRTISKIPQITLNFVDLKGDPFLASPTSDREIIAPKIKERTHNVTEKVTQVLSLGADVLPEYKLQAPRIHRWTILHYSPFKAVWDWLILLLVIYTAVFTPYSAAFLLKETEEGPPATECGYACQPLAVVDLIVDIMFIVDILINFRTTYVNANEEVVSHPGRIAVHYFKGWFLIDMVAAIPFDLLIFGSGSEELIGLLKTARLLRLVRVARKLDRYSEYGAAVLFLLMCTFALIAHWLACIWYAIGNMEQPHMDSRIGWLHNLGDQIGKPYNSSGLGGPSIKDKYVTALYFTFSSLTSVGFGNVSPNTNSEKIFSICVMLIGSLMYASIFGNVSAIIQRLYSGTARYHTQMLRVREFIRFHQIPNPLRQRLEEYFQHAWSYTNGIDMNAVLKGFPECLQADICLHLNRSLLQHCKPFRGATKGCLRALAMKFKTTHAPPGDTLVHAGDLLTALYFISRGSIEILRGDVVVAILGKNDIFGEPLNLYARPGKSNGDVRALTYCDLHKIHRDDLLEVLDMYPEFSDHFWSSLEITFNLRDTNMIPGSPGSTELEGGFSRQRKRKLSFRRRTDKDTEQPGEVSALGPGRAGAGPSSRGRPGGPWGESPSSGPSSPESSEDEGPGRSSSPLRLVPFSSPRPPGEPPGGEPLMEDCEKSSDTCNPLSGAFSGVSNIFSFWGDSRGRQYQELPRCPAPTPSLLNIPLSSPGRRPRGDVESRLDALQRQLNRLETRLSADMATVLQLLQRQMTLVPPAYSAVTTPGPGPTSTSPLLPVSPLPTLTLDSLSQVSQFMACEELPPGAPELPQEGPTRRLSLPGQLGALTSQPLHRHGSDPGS
KCNK9 block = inhibitors of human KCNK9 two-pore domain potassium channel. HEK293 KCNK9, FluxOR thallium flux fluorescence; hits give low values. B-score at 10 µM. 310,000 compounds, 1.2% hits. Q9NPC2. AID 488922;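 active means ratio B-score over 3 SD below the library mean, with starting fluorescence within 5 SD of its mean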;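 further: negative B-score means less thallium flux so channel inhibition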
HDAC3 inh = blocks human histone deacetylase 3 | O15379 | inhibition, % at 8.3 µM | AID 2718 | recombinant HDAC3, fluorogenic peptide/trypsin coupled, fluorescence | 320,000 compounds, 0.15% hits; in the data active means inhibition above about 26%, passing the limit was not always enough
TRPC4 agonist = TRPC4 (mouse) channel activation; HEK293 TRPC4beta/mu-opioid, Fluo4 calcium fluorescence; hits give high values; AID 2237; Q9QUQ5; B-score at 10 µM; 310,000 compounds, 0.49% hits;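 active means B-score above 5 SD of library B-scores, and initial fluorescence ratio not above library mean plus 5 SD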;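 further: positive B-score marks a calcium rise read as TRPC4 activation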
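system = HEK293 cells stably co-expressing mouse TRPC4beta and mu-opioid receptor | schedule = Fluo4 dye loading 45 min at room temperature, 110 s recording | measure = B-scored integrated calcium fluorescence ratio | signal = Fluo4 calcium-sensitive dye fluorescence, kinetic, 1 Hz baseline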
TRPC4 PAM = allosteric potentiators of mouse TRPC4 channel. Q9QUQ5. HEK293 TRPC4beta/mu-opioid, DAMGO EC20, Fluo-4 Ca2+ flux; hits give high values. B-score at 10 µM. 310,000 compounds, 0.42% hits;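 active means B-score of calcium response area above 5 SD of library B-scores, with initial fluorescence ratio within 5 SD of library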;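 further: B-score of integrated fluorescence ratio over time as area under calcium response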
ANO1 activ = activates or potentiates the mouse TMEM16A chloride channel | Q8BHY3 | HEK293 TMEM16A/YFP-H148Q/I152L, iodide quench fluorescence; hits give low values | B-score at 10 µM | 340,000 compounds, 0.3% hits | AID 623877;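 active means fluorescence-ratio B-score plate-corrected deviation score at least 3 library SD below zero, with starting fluorescence score within 5 deviations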;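 further: channel opened by trigger with iodide after compound preincubation; score built on the fluorescence ratio of max minus min over baseline; more negative score means more quench and so TMEM16A activation or potentiation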
DYRK1A inh = Dyrk1A (rat) kinase inhibition. Q63470. ADP-Glo luminescence, NFATc1 peptide. inhibition, % at 12.5 µM. 310,000 compounds, 0.43% hits. AID 504441; in the data active means inhibition above about 50%;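 further: plate controls were vehicle with enzyme for no effect and no enzyme for full effect; many of its hits are not listed in these tables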
KCNK3 block = human KCNK3 channel inhibition, primary screen | AID 602410 | CHO-KCNK3 thallium flux, FluxOR fluorescence; hits give low values | B-score at 10 µM | O14649 | 340,000 compounds, 0.84% hits;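 active means B-score under library mean minus 4 SD, starting fluorescence ratio at most library mean plus 5 SD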;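 further: more negative B-score means stronger inhibition of thallium flux through KCNK3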
KCNQ1 inh = human KCNQ1 channel inhibition; P51787; CHO-K1 KCNQ1, FluxOR thallium flux fluorescence; hits give high values; B-score at 10 µM; 310,000 compounds, 1.3% hits;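 active means compounds whose thallium flux B-score, printed positive for inhibition, exceeds three library SD while starting fluorescence stays within three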;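 further: channel opened by potassium depolarization with thallium stimulus after 20 min compound exposure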
KCNQ1 pot = potentiators or activators of human KCNQ1 potassium channel; 310,000 compounds, 0.35% hits; CHO-K1 KCNQ1, thallium flux FluxOR fluorescence; hits give high values; AID 2648; P51787; B-score at 10 µM;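 active means fluorescence ratio B-score, a plate-corrected score, at least three library SD, with initial intensity B-score within 5 SD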
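Assay system: CHO-K1 cells stably expressing KCNQ1. Medium: assay buffer for compound exposure, DMSO matched across wells. Timing: 37 °C overnight plating, 90-min dark dye load, 20-min compound pretreatment. Signal: kinetic FluxOR fluorescence, 10 s baseline plus 110 s post-stimulus.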
TMEM16A inh = mouse TMEM16A channel inhibition, primary screen | normalized B-score (activity score, 25-100; higher = stronger inhibition) at 10 µM | AID 588511 | 310,000 compounds, 1.2% hits | HEK293 TMEM16A/YFP iodide influx fluorescence, ionomycin;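 active means ratio plate-corrected score three or more library SD toward inhibition, starting fluorescence score within five deviations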;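 further: score derived from kinetic fluorescence span divided by baseline fluorescence per well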
Numbers without * were called inactive; i = inactive; x = not tested or not shown. This is a subset, so the mix of outcomes need not match the whole.

cpd	molecule	ANO1 activ	TMEM16A inh	DYRK1A inh	TRPC4 PAM	TRPC4 agonist	KCNK3 block	hERG protect	HDAC3 inh	KCNQ1 pot	KCNK9 block	KCNQ1 inh
1	COC(=O)c1cc(C(=O)Nc2ccc(S(N)(=O)=O)cc2)cc([N+](=O)[O-])c1	i	i	x	i	i	i	-5	-8	i	i	i
2	COc1ccc(/C=C(\NC(=O)c2ccc(OC)c(OC)c2)C(=O)N2CCN(C)CC2)cc1	i	i	-2	i	i	i	-3	-9	i	i	i
3	O=C(Nc1ccccc1N1CCOCC1)c1cccnc1	i	i	0	i	i	i	-3	10	i	i	i
4	Nc1nc(-c2nc3ccccc3[nH]2)cs1	i	i	17	i	i	i	-13	9	i	i	i
5	CCOc1ccc(C(=O)OCC(=O)c2c(N)n(C)c(=O)n(C)c2=O)cc1OCC	i	i	-1	i	i	i	-4	-2	i	i	i
6	Cc1onc(-c2ccccc2)c1C(=O)Nc1ccc(S(=O)(=O)N2CCOCC2)cc1	i	i	-3	i	i	i	-10	-3	i	i	i
7	Cc1cccc(Nc2c([N+](=O)[O-])cc(C(=O)N3CC(=O)Nc4ccccc43)cc2[N+](=O)[O-])c1	i	i	-5	i	i	i	-11	2	i	i	i
8	N#CCCn1c(C2CCCCC2)nc2ccccc21	i	i	20	i	i	i	-15	-1	i	i	i
9	COc1ccc(C2CC(=O)c3cnc(NC(=O)c4ccccc4OC)nc3C2)c(OC)c1 (configuration not stated)	i	i	5	i	i	i	-10	0	i	i	i
10	Cc1ccc(N/C=C2\C(=O)N(c3ccc(F)cc3F)C(c3cccnc3)S2(=O)=O)cc1 (configuration not stated)	i	i	x	i	i	i	-4	9	i	i	i
11	O=C(NCCC1CCCCN1S(=O)(=O)c1ccc(F)cc1)C(=O)NCc1cccnc1 (configuration not stated)	i	i	1	i	i	i	-18	x	i	i	i
12	CCCn1c(-c2ccc(F)cc2)cnc1SCC(=O)O	i	i	2	i	i	i	-2	0	i	i	i
13	CC(=O)Nc1c(O)nc(SCC(=O)Nc2nnc(SCc3ccccc3)s2)[nH]c1=O	i	i	-1	i	i	i	-5	3	i	i	i
14	NC(=O)C1CC(=O)N(c2ccc(OCC(=O)Nc3ccc(Cl)cc3)cc2)C1 (configuration not stated)	i	i	0	i	i	i	-6	-1	i	i	i
15	CSc1cc(C)c(OCC(=O)Nc2ccc(NC(C)=O)cc2)c(C)c1	i	i	5	i	i	i	-8	8	i	i	i
16	COC(=O)Cc1ccc2sc(-c3ccccc3)nc2c1	i	i	9	i	i	i	-9	2	i	i	i
17	CC(=O)Nc1ccc(N/C=C/C(=O)c2ccc(C)o2)cc1	i	i	6	i	i	i	-5	1	i	i	i
18	COc1ccc(/C=C(\NC(=O)c2ccccc2)C(=O)N/N=C/c2ccncc2)cc1	i	i	1	i	i	i	-2	9	i	i	i
19	O=C(CSc1ncn[nH]1)Nc1ccccc1C(=O)O	i	i	11	i	i	i	-8	-7	i	i	i
20	C[C@H](NC(=O)[C@H]1N2C(=O)c3ccccc3C2SC1(C)C)C(=O)N1CCC[C@H]1CO (some centres not stated)	i	i	-9	i	i	i	-6	6	i	i	i

(listing goes on)
cpd	molecule	ANO1 activ	TMEM16A inh	DYRK1A inh	TRPC4 PAM	TRPC4 agonist	KCNK3 block	hERG protect	HDAC3 inh	KCNQ1 pot	KCNK9 block	KCNQ1 inh
21	Cc1ccc(-c2nc(NC(=O)CSc3cc(C)c4ccccc4n3)ns2)cc1	i	i	15	i	i	i	-6	2	i	i	i
22	CCOC(=O)C(NC(C)=O)(Nc1ccc(S(=O)(=O)Nc2cc(C)on2)cc1)C(F)(F)F (configuration not stated)	i	i	3	i	i	i	-3	3	i	i	i
23	Cc1ccc(NC(=O)N2CCCC2C(=O)Nc2c(C)cc(C)cc2C)cc1 (configuration not stated)	i	i	-4	i	i	i	-3	-4	i	i	i
24	CC(C)CN(CC(C)C)c1nnc(N)s1	i	i	-15	i	i	i	-13	-8	i	i	i
25	CCOC(=O)c1ccc2c(c1)nc(SCC(=O)NC(C)C)n2CC	i	i	-4	i	i	i	-11	-3	i	i	i
26	Cc1c([N+](=O)[O-])c([N+](=O)[O-])nn1CC(=O)NCCc1ccccc1	i	i	-3	i	i	i	-6	3	i	i	i
27	Cc1cc(SC(C)C(=O)Nc2ncc(Cl)cc2Cl)nc2ccccc12 (configuration not stated)	i	i	0	i	i	i	-11	4	i	i	i
28	O=S(=O)(NC1=NCCC1)c1ccc(F)cc1F	i	i	-4	i	i	i	-8	5	i	i	i
29	N#Cc1ccccc1NC(=O)COC(=O)CCc1ccccc1	i	i	4	i	i	i	-4	2	i	i	i
30	COc1ccccc1N1CCN(C2CCCN(Cc3ccc(Cl)cc3)C2)CC1 (configuration not stated)	i	i	2	i	i	i	-9	7	i	i	i
31	COc1ccc(CC(=O)NNC(=O)c2cnccn2)cc1	i	i	-1	i	i	i	-4	2	i	i	i
32	CCO[C@H]1OC(C(=O)O)=C[C@@H](C)[C@@H]1CCCO	i	i	0	i	i	i	-7	-4	i	i	i
33	CN(N)c1nc(N2CCCC2)nc(N2CCCC2)n1	i	i	x	i	i	i	-6	1	i	i	i
34	O=c1cc(/C=C/c2ccccc2)oc2ccccc12	i	i	-101	i	i	i	-9	2	i	i	i
35	O=C(CN1C(=O)CSCC1=O)Nc1ccc2c(c1)OCO2	i	i	-3	i	i	i	4.7*	8	i	i	i
36	CCC(C)NC(=O)N[C@@H](Cc1ccccc1)C(=O)O (some centres not stated)	i	i	6	i	i	i	-4	0	i	i	i
37	CC(C)c1ccc(C2c3[nH]c4ccccc4c3C[C@H]3C(=O)N(c4ccccc4C(=O)N4CCC(C(=O)O)CC4)C(=O)N23)cc1 (some centres not stated)	i	i	-2	i	i	i	-14	-4	i	i	i
38	CCOc1c(C)cc(S(=O)(=O)NCc2ccccn2)c(C)c1C	i	i	3	i	i	i	0	0	i	i	i
39	CSc1cccc(NC(=O)CSc2ncccc2C(=O)Oc2cccc([N+](=O)[O-])c2)c1	i	i	-2	i	i	i	-6	5	i	i	i
40	CN(C)c1cc(NC(=O)CNC(C)(C)CC(C)(C)C)c2ccccc2n1	i	i	1	i	i	i	-6	-8	i	i	i

Other compounds:
cpd	molecule	ANO1 activ	TMEM16A inh	DYRK1A inh	TRPC4 PAM	TRPC4 agonist	KCNK3 block	hERG protect	HDAC3 inh	KCNQ1 pot	KCNK9 block	KCNQ1 inh
41	O=C(COC(=O)c1ccc(S(=O)(=O)N2CCCC2)cc1)NCc1cccs1	i	i	-7	i	i	i	-4	-2	i	i	i
42	O=C(O)CC(Cc1ccc(Br)cc1)C(=O)O (configuration not stated)	i	i	-6	i	i	i	-4	-2	i	i	i
43	CCOc1ccc(Oc2ccc(S(=O)(=O)N3CCOCC3)cc2NC(=O)C2=COCCO2)cc1	i	i	3	i	i	i	-16	-2	i	i	i
44	CC(=O)c1ccc(OCc2cc(C(=O)NC(C)Cc3ccccn3)no2)cc1 (configuration not stated)	i	i	-3	i	i	i	-10	4	i	i	i
45	Cc1cccc(NC(=O)CN(C)S(=O)(=O)c2cccc3nsnc23)c1C	i	i	5	i	i	i	-16	0	i	i	i
46	CC(=O)Nc1ccc(S(=O)(=O)Nc2cccc(NC(=O)c3ccco3)c2)cc1	i	i	-2	i	i	i	-5	1	i	i	i
47	CCCCCC(=O)NNC(=S)NC(C)=O	i	i	x	i	i	i	-9	7	i	i	i
48	CCOC(=O)c1cc(-c2ccccc2)sc1NC(=S)Nc1cc(C)ccn1	i	i	7	i	i	i	-3	-11	i	i	i
49	CCOc1ccccc1NS(=O)(=O)c1c(C)[nH]c(C)c1C(=O)N1CCCCC1	i	i	3	i	i	i	-4	4	i	i	i
50	CC(=O)N1CCN(CCN2C(C)=CC(=C(C#N)C#N)C=C2C)CC1	i	i	x	i	i	i	-13	8	i	i	i
51	CC(C)CCNC(=O)c1csc2c1CCCCC2	i	i	-9	i	i	i	-4	1	i	i	i
52	CNC(=O)COc1ccc(Nc2nnc(C)c3ccccc23)cc1	i	i	x	i	i	i	1	0	i	i	i
53	CN(C(=O)CN1CCN(c2ccccc2F)CC1)C1CCCc2ccccc21 (configuration not stated)	i	i	-7	i	i	i	-10	1	i	i	i
54	CC(C)NS(=O)(=O)c1ccc(OCC(=O)NCc2cccnc2)cc1	i	i	5	i	i	i	-3	3	i	i	i
55	O=C(CSc1nc2ccccc2o1)c1ccc2c(c1)OCCO2	i	i	1	x	x	i	x	4	x	x	x
56	CNC(=O)Nc1ccc(Cn2cc(C(F)(F)F)ccc2=O)cc1	i	i	-5	i	i	i	-6	3	i	i	i
57	CC(OC(=O)c1cc(S(=O)(=O)N(C)C)ccc1N1CCCC1)C(=O)NCc1ccccc1 (configuration not stated)	i	i	-8	i	i	i	-7	-7	i	i	i
58	CC1CCCN(C(=S)SCC(=O)O)C1 (configuration not stated)	i	i	-6	i	i	i	-7	-1	i	i	i
59	O=C(CN1C(=O)NC2(CCc3ccccc3C2)C1=O)Nc1ccc(Cl)cc1F (configuration not stated)	i	i	3	i	i	i	-6	-4	i	i	i

Four compounds from above, showing only hERG protect:
| nr | compound | hERG protect |
| --- | --- | --- |
| 48 | CCOC(=O)c1cc(-c2ccccc2)sc1NC(=S)Nc1cc(C)ccn1 | -3 |
| 49 | CCOc1ccccc1NS(=O)(=O)c1c(C)[nH]c(C)c1C(=O)N1CCCCC1 | -4 |
| 50 | CC(=O)N1CCN(CCN2C(C)=CC(=C(C#N)C#N)C=C2C)CC1 | -13 |
| 51 | CC(C)CCNC(=O)c1csc2c1CCCCC2 | -4 |

Sorted by SMILES length (smallest number first): some entries from above
cpd	molecule	ANO1 activ	TMEM16A inh	DYRK1A inh	TRPC4 PAM	TRPC4 agonist	KCNK3 block	hERG protect	HDAC3 inh	KCNQ1 pot	KCNK9 block	KCNQ1 inh
41	O=C(COC(=O)c1ccc(S(=O)(=O)N2CCCC2)cc1)NCc1cccs1	i	i	-7	i	i	i	-4	-2	i	i	i
49	CCOc1ccccc1NS(=O)(=O)c1c(C)[nH]c(C)c1C(=O)N1CCCCC1	i	i	3	i	i	i	-4	4	i	i	i
57	CC(OC(=O)c1cc(S(=O)(=O)N(C)C)ccc1N1CCCC1)C(=O)NCc1ccccc1 (configuration not stated)	i	i	-8	i	i	i	-7	-7	i	i	i

Assay outcomes (PubChem)
